EPAC2 agonist: qHTS for Agonist of cAMP-regulated guanine nucleotide exchange factor 4 (EPAC2): primary screen; Rap guanine nucleotide exchange factor 4 (Homo sapiens), Q8WZA2; EPAC2 activation, biochemical qHTS; response scale: 100% = 6.5 mM cAMP response; Potency, µM (highest dose often 154 µM), without a hit: at the highest dose activation, usual class: activators; actives 0.079% (n = 360,000); AID 720711, 2013; note: potency is the fitted concentration of half-maximal effect; nearly all actives have a fitted effect of over 50% in size
Target sequence (Q8WZA2 whole entry, looked up): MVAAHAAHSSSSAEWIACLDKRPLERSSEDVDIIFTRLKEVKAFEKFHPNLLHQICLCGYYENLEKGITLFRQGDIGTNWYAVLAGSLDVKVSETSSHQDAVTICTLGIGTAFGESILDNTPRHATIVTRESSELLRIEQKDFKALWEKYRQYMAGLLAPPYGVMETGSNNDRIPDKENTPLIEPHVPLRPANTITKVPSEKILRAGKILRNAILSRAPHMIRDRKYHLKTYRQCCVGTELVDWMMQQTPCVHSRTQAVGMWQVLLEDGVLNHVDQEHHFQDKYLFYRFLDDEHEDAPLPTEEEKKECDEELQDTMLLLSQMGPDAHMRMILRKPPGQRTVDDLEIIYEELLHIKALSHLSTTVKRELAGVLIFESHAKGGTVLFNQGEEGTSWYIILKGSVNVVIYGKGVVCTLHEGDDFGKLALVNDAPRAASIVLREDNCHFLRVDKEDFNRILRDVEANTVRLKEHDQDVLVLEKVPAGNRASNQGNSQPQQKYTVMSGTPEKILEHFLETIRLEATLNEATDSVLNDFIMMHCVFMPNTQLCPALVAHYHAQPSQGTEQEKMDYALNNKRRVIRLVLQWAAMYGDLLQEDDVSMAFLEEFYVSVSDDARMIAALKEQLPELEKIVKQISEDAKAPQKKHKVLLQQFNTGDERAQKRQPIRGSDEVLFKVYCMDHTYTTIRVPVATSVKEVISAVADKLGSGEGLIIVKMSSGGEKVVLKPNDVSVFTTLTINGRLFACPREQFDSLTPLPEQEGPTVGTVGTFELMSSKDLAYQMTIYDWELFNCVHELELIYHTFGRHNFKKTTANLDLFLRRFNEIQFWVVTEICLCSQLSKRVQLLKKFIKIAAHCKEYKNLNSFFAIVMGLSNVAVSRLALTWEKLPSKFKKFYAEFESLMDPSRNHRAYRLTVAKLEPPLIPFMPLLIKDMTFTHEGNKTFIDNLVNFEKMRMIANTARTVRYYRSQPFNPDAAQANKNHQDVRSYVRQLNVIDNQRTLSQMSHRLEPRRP
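In this primary screen, activation is scored as increased exchange of BODIPY-GDP from Rap1B by 100 nM EPAC2, with 50 uM GDP as competitor. Signal is normalized to the 6.5 mM cAMP agonist control.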
IL-2 act: qHTS of IL-2 Activators; IL-2 activation reporter assay, cell-based qHTS; stimulated with anti-CD3/CD4/CD28 beads; in transgenic mouse T cells; AID 652025, 2013; activation, % (series mostly up to about 46 µM); actives 0.065% (n = 360,000); in the data active = activation above about 50%; inconclusive = mostly about 30% to 49%; note: 0% is about no effect
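Unstimulated transgenic mouse T cells; 60-min compound exposure; bead-based TCR/CD4/CD28 stimulation; 18 h culture, 37 degrees C; dual fluorescence (EGFP, DsRed) plate cytometry.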
ATXN2 expr inh: Primary qHTS for Inhibitors of ATXN expression; HEK-293 ATXN2-luciferase reporter, luminescence, 24 h; Potency, µM (top dose mostly 57 µM), for the others: at the top dose activity change, negative = inhibition, actives largely listed as inhibitors; actives 0.72% (n = 360,000); note: potency is the fitted concentration of half-maximal effect; % is set by controls: 0 for no effect and ±100 for the full control effect; nearly all actives have a fitted effect of over 55% in size
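qHTS (up to 57 uM final) was run with 24 h compound exposure of reporter cells at 37 °C. Each well was multiplexed: SteadyGlo luminescence measured ATXN2-luciferase expression after a fluorogenic Gly-Phe-AFC viability readout (25 uM final).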
Nrf2 activator: qHTS of Nrf2 Activators; actives 0.31% (n = 410,000); Potency, µM (top dose mostly 46.1 µM), for inactives: at the highest dose activation, usual class: activators; AREc32 ARE-luciferase reporter (MCF7-derived line), luminescence, 24 h; note: potency is the fitted concentration of half-maximal effect; % of control where 0% means no effect; nearly all actives have a fitted effect of over 65% in size
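AREc32 cells carrying an ARE-driven firefly luciferase reporter were seeded at 1000 cells/well in OPTI-MEM with 5% FBS, then exposed to compound for 24 hr at 37 deg C. Luminescence was read with Steady-Glo after 30 min at RT.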
ATXN viability: Viability Counterscreen for Primary qHTS for Inhibitors of ATXN expression; S2 cells (HEK-293 line with an ATXN2-luciferase reporter) viability, CellTiter-Fluor protease fluorescence, 24 h; actives 0.49% (n = 400,000); AID 651635, 2014; Potency, µM (top dose mostly 56.7 µM), usual class: cytotoxic; note: potency is the fitted concentration of half-maximal effect; nearly all actives have a fitted effect of over 40% in size
Nrf2 block: Nrf2 qHTS screen for inhibitors; A549 ARE-Fluc reporter, luciferase luminescence, 18-24 h; Potency, µM (top dose mostly 46 µM), without a hit: top-dose activity change, negative = inhibition, usual class: inhibitors; actives 2.1% (n = 360,000); AID 504444, 2011; note: potency is the fitted concentration of half-maximal effect; % is set by controls: 0 for no effect and ±100 for the full control effect; nearly all actives have a fitted effect of over 60% in size
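A549 ARE_Fluc cells, 5000/well, 5% FBS OPTI-MEM; compounds in dose-response, 18-24 h at 37 °C/5% CO2; CellTiter-Fluor viability read (Ex 405/Em 525), then BugLite luciferase luminescence = Nrf2 activity.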
A549 viability: Nrf2 qHTS screen for inhibitors: counterscreen for cytotoxicity; A549 ARE-Fluc cells, CellTiter-Fluor viability, 18-24 h; Potency, µM (titrated, usually from 46 µM), without a hit: at the highest dose activity change, negative = cytotoxicity, usual class: inhibitors; actives 0.16% (n = 390,000); note: potency is the fitted concentration of half-maximal effect; % is set by controls: 0 for no effect and ±100 for the full control effect
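A549 ARE_Fluc cells in 5% FBS OPTI-MEM were exposed to compounds in concentration-response for 18-24 h at 37 deg C. Viability was read by CellTiter-Fluor fluorescence (Ex 405/Em 525) after 30 min, before the luciferase read.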
HepG2 tox: qHTS for Inhibitors of TGF-b: Cytotox Counterscreen; actives 0.76% (n = 410,000); HepG2 CAGA-GFP viability, ATP luminescence, 18 h; AID 588856, 2011; Potency, µM (series often up to 46.1 µM), inactives show top-dose activity change, negative = cytotoxicity, most hits filed as cytotoxic; note: potency is the fitted concentration of half-maximal effect; some results filed as inactive show a strong effect at the top dose
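HepG2 CAGA-GFP cells (1000/well, DMEM with 1% FBS) received compound, then TGF-beta at 500 pg/mL final, and were incubated 18 hours at 37 degrees C. Viability was read by CellTiter-Glo luminescence. Media-only wells were set as complete cell-killing and DMSO as no toxicity.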
TGFb inhibitor: qHTS for Inhibitors of TGF-b. actives 1.2% (n = 410,000). Potency, µM (highest dose often 46.1 µM), inactives show at the top dose activity, negative = inhibition, usual class: inhibitors. HepG2 CAGA-GFP TGF-b/SMAD3 reporter, GFP fluorescence, 18 h; TGF-beta stimulated, 500 pg/mL final; note: potency is the fitted concentration of half-maximal effect; % is set by controls: 0 for no effect and ±100 for the full control effect; nearly all actives have a fitted effect of over 65% in size
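HEPG2 CAGA-GFP cells (1000/well, DMEM with 1% FBS) were pre-incubated 2 h at 37 degrees C, given compound by pin tool, then stimulated with TGF-beta at 500 pg/mL final for 18 h before per-cell GFP fluorescence imaging.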
Active calls of the source: *; i = inactive; ? = inconclusive; . = no result given; [ ] = dose if it differs, or a comment. Unless noted, calls come from the whole dose curve; as a rule, active = well fitted curve in the direction sought with a large enough effect; inconclusive = small, poorly fitted or top-dose-only effect, or another doubt; inactive = no such curve, though single readings can be large; an effect the other way counts as inactive or inconclusive.

entry | structure | EPAC2 agonist | IL-2 act | ATXN2 expr inh | Nrf2 activator | ATXN viability | Nrf2 block | A549 viability | HepG2 tox | TGFb inhibitor
1 | C=CCC[C@@H](Cc1ccc(F)cc1)C(=O)OC[C@@H](Cc1c[nH]c2ccccc12)NC(=O)[C@H](CC=C)CC(=O)NCCO | 5% | -1.7 | ? | -1.6% | 28µM* | ? | -16% | -83% | ?
2 | CC1=CC(C)(C)N(C(=O)CSc2ncn[nH]2)c2ccc(C)cc21 | -3% | -1.3 | -5% | -0.3% | i | -22% | 0% | -21% | -15%
3 | CNC(=S)N/N=C/c1c(C)nn(-c2ccccc2)c1Cl | 6% | 0.1 | 68%[activator] | 4.8% | i | -3% | ? | -2% | 12%
4 | CCOc1cc(NC(=O)c2ccccn2)c(OCC)cc1NC(=O)c1cccc(C)c1 | 9% | -3.2 | -14% | -0.4% | i | -1% | 0% | -15% | -24%
5 | S=c1[nH]nc(-c2ccc(Cl)cc2)n1CC1CCCO1 (centres undefined) | -2% | -2.2 | 9% | 0.0% | i | 11% | 1% | -8% | 2%
6 | CC(C)N1CCN(c2ccc(OC[C@H]3CO[C@](Cn4cncn4)(c4ccc(Cl)cc4Cl)O3)cc2)CC1 | 3% | -0.2 | ? | 0.4% | ? | -4% | -12% | 13µM* | ?
7 | Cc1ccccc1C1C(C#N)=C2N=C(N)c3ccccc3N2C2=C1C(=O)CCC2 (centres undefined) | 6% | 0.1 | -4% | 0.3% | ? | 3% | 1% | 6% | -1%
8 | COc1ccc(NC(=O)Cn2c(=O)n(Cc3ccccc3)c(=O)c3oc4ccccc4c32)cc1Cl | . | . | 23% | 0.6% | ? | 13% | -13% | -34% | ?
9 | COc1ccccc1-n1c(SCC(=O)O)nc2c(sc(=S)n2-c2ccccc2C)c1=O | 5% | 5.7 | 4% | 0.0% | i | 9% | 0% | 5% | -17%
10 | CCOc1cc2[nH]c(=O)n(CCCC(=O)NCc3ccco3)c(=O)c2cc1OCC | -1% | 0.6 | -34% | 0.6% | ? | -4% | -2% | -10% | -6%
11 | CC1(C)Cc2c(sc(NC(=O)c3ccccc3)c2C(=O)O)CO1 | 1% | -2.4 | 1% | -0.3% | i | ? | -17% | -20% | ?
12 | Cn1c(=O)c2nc(-c3ccc(Cl)cc3Cl)oc2c2ccccc21 | 1% | -2.8 | 4% | -0.6% | i | -2% | 2% | -19% | ?

Arranged by formula weight (lowest first): part of the list above.
entry | structure | EPAC2 agonist | IL-2 act | ATXN2 expr inh | Nrf2 activator | ATXN viability | Nrf2 block | A549 viability | HepG2 tox | TGFb inhibitor
11 | CC1(C)Cc2c(sc(NC(=O)c3ccccc3)c2C(=O)O)CO1 | 1% | -2.4 | 1% | -0.3% | i | ? | -17% | -20% | ?
4 | CCOc1cc(NC(=O)c2ccccn2)c(OCC)cc1NC(=O)c1cccc(C)c1 | 9% | -3.2 | -14% | -0.4% | i | -1% | 0% | -15% | -24%
1 | C=CCC[C@@H](Cc1ccc(F)cc1)C(=O)OC[C@@H](Cc1c[nH]c2ccccc12)NC(=O)[C@H](CC=C)CC(=O)NCCO | 5% | -1.7 | ? | -1.6% | 28µM* | ? | -16% | -83% | ?

Continued.
entry | structure | EPAC2 agonist | IL-2 act | ATXN2 expr inh | Nrf2 activator | ATXN viability | Nrf2 block | A549 viability | HepG2 tox | TGFb inhibitor
13 | Cc1ccc(S(=O)(=O)N2CCN=C2c2ccccc2)cc1C | 4% | 1.9 | -3% | -0.8% | i | 1% | -5% | -17% | -8%
14 | CC(=O)Nc1ccc(NC(=O)C2Cc3c(-c4ccc5c(c4)OCO5)ccnc3O2)cc1 (centres undefined) | 3% | -0.6 | 6% | 5.2% | i | . | . | -11% | 15%
15 | O=C(Cn1cnc([N+](=O)[O-])c1)NC1CCCC1 | 6% | -1.6 | -6% | -0.3% | i | -7% | -10% | 1% | 2%
16 | Cc1ccc(/C=C2\SC(=S)N(CCCC(=O)Nc3ccc(O)cc3)C2=O)cc1 | 2% | 7.4 | 10µM* | 0.3% | i | 16µM* | -13% | -20% | -23%
17 | CN(C)c1ccc(/C=N/NC(N)=S)cc1[N+](=O)[O-] | -4% | -2.9 | 5% | 2.1% | i | -20% | ? | -7% | 0%
18 | Cc1ccc(-c2ccc(=O)n(CC(=O)NCCN(CC(C)C)CC(C)C)n2)cc1 | -3% | -3.0 | -12% | -0.4% | i | 1% | 1% | 1% | 0%
19 | Cc1cccc(C(=O)NNC(=O)c2cccc([N+](=O)[O-])c2)c1 | 10% | -0.7 | -24% | ? | i | 4% | -15% | 2% | -11%
20 | C/C(CC(=O)Nc1ccc2c(c1)OCCO2)=N\NC(=O)c1ccc([N+](=O)[O-])cc1Cl | 7% | 0.4 | 9% | 2.1% | ? | -4% | 3% | -1% | -29%
21 | O=C(Cn1c2ccccc2c2nc3n(c(=O)c21)CCCS3)Nc1ccccc1 | -2% | -2.0 | -9% | -0.6% | i | ? | -13% | -12% | ?
22 | CC(C)CNS(=O)(=O)c1ccc(NC(=O)Cn2nc(-c3ccc(F)cc3)ccc2=O)cc1 | -11% | 1.5 | -14% | 2.5% | i | ? | -7% | 15% | ?
23 | COc1ccccc1NC(=O)CN1C(=O)C2(SCC(=O)N2c2ccc(F)c(F)c2)c2ccccc21 (centres undefined) | . | . | -14% | 4.7% | i | ? | 1% | -25% | 14%
24 | COc1ccc(CCC(=O)OCC(=O)Nc2c(C)nn(-c3ccccc3)c2C)cc1 | -1% | -5.7 | 5% | 2.1% | i | 6% | 2% | -9% | -4%
25 | COCCNC(=O)CN1C(=O)c2cccnc2Oc2ccc(Cl)cc21 | . | . | . | 0.6% | . | ? | 4% | 16% | ?
26 | O=C(O)c1cccc(NC(=O)C23CC4CC(C2)CC(n2cnc(Cl)n2)(C4)C3)c1 | -5% | -0.3 | -13% | 0.4% | i | -4% | -6% | 10% | 0%
27 | c1ccc2[nH]c(CSc3nnc(-c4ccncc4)o3)nc2c1 | -2% | 0.3 | -2% | -1.7% | i | -14% | 3% | -7% | -4%
28 | CCN1CCN(c2nc3c(C)cccn3c(=O)c2/C=C(\C#N)S(=O)(=O)c2ccccc2)CC1 | 12% | 0.9 | -9% | 4.7% | i | 27% | 5% | -2% | 1%
29 | O=C(Nc1ccc(F)c(Cl)c1)Nc1nnc([C@H]2C[C@H](O)[C@@H](CO)O2)s1 | 1% | -0.2 | 41%[activator] | 0.9% | i | . | . | 36% | 48%[activator]
30 | NC(=O)CC(NC(=O)Cc1cccc2ccccc12)c1ccc(NCc2cc(F)ccc2F)c([N+](=O)[O-])c1 (centres undefined) | -7% | -0.6 | 0% | 0.2% | ? | ? | -25% | -5% | 0%
31 | COc1ccc(NC(=O)C(c2ccccc2)N(C)C(=O)c2cnccn2)cc1 (centres undefined) | 11% | 5.0 | 2% | 0.1% | i | 5% | -11% | -33% | 0%
32 | CC(=O)Nc1ccc(S(=O)(=O)NCCC(=O)Nc2ccc(C)cn2)cc1 | -5% | -2.3 | 12% | -0.7% | i | 17% | -1% | -3% | -6%
33 | O=C(CCN1C(=O)[C@@H]2Cc3ccccc3CN2C1=O)NCc1ccccc1Cl | 9% | -0.7 | 12% | 0.1% | i | -19% | 1% | 2% | 0%
34 | Cc1cc(C)nc(/N=C(\N)Nc2ccc([N+](=O)[O-])cc2)n1 | 2% | 0.7 | 18% | 0.1% | i | 16% | -4% | 12% | -11%
35 | CN(C)CCNC(=O)C1Cc2c(-c3ccccc3Oc3ccccc3)ccnc2O1 (centres undefined) | 15% | -0.9 | -13% | 0.2% | i | . | . | -32% | 44%[activator]
36 | C=CCOC(=O)C1=C[C@H](c2coc3ccccc3c2=O)[C@@H](CCCO)[C@H](OCC)O1 | 4% | 0.1 | 7% | -0.9% | i | -19% | -2% | 0% | ?

Following part
Each structure is followed by: EPAC2 agonist	IL-2 act	ATXN2 expr inh	Nrf2 activator	ATXN viability	Nrf2 block	A549 viability	HepG2 tox	TGFb inhibitor
#37 CN(Cc1ccccc1)C(=O)COC(=O)c1ccc[nH]c1=O
  9%	-0.9	-11%	-0.8%	i	-3%	1%	-13%	5%
#38 COC(=O)C1=C(C)N(c2ccc(C)cc2)/C(=C/c2cccs2)C1=O
  -11%	0.1	-6%	-0.1%	?	-24%	-6%	-2%	2%
#39 CCc1nc2ccc(C(=O)NCCCn3ccnc3)cn2c1N(C)Cc1ccc(OC)cc1
  -1%	-0.5	1%	0.4%	i	.	.	-11%	6%
#40 Cc1onc(-c2ccccc2)c1C(=O)OCC(=O)N1CCCCC1
  4%	-0.3	.	0.7%	i	.	.	12%	-2%
#41 N#Cc1cnn2c(C(F)(F)F)c3c(nc12)CCCC3
  4%	1.4	.	-0.7%	i	-26%	20%	-2%	-8%
#42 COc1ccc(-n2c(C)cc(C(=O)CN3C(=O)C(=O)N(Cc4ccccc4)C3=O)c2C)cc1
  4%	-0.4	-33%	-0.4%	i	-9%	4%	5%	-19%
#43 CCn1c(SCC(=O)NCc2ccc3c(c2)OCO3)nnc1-c1ccco1
  7%	-0.3	-6%	0.5%	i	-10%	2%	0%	-8%
#44 N=c1n(CCN2CCCC2)c2ccccc2n1CC(O)c1ccco1 (centres undefined)
  5%	1.0	-12%	0.2%	?	15%	-1%	-3%	-2%
#45 Cc1cc(C)c(S(=O)(=O)NCC2CCC(C(=O)NCc3ccccn3)CC2)c(C)c1 (centres undefined)
  4%	-2.7	-6%	0.3%	i	-13%	-1%	-2%	0%
#46 CC(=O)c1cccc(NC2c3ncccc3C(=O)N2Cc2ccco2)c1 (centres undefined)
  4%	-0.7	-3%	3.2%	i	8%	-7%	-14%	1%

Source: PubChem BioAssay (National Center for Advancing Translational Sciences (NCATS))
